# From PubChem
# GASC-1 inh: inhibitors of human GASC-1 (JMJD2C) demethylase | Q9H3R0 | GST-JMJD2C(1-420) H3K9me3 demethylation, DELFIA europium | inhibition, % at 2.35 µM | actives 0.069% (n = 330,000) | AID 2099;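 active = more than half of a compound's replicate wells show inhibition beyond 50%, single wells judged on their own value; inconclusive = some, but no more than half, of replicates pass 50% inhibition; inactive = no replicate passes 50% inhibition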;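 note: signal counts dimethyl H3K9 product captured on neutravidin plate; 0% = median of DMSO wells and 100% = 0.3 times that DMSO median; strong numbers were not always called active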
# LYPLA2 inh: blocks human lysophospholipase 2, a PME1 counter-screen | O95372 | recombinant LYPLA2, FP-Rh probe fluorescence polarization | inhibition, % at 5.9 µM | actives 0.38% (n = 320,000);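 active = inhibition above the screen-wide mean plus 3 SD, limit set per campaign, cut at about 26% in these data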;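 note: 0% = LYPLA2 with DMSO and 100% = wells lacking LYPLA2 enzyme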
# PP5 inh: blocks human protein phosphatase 5 activity | purified PP5c, OMFP substrate fluorescence | inhibition, % at 6.7 µM | P53041 | actives 0.18% (n = 320,000);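 active = inhibition above the campaign's mean inhibition across all tested compounds plus 3 SD, cut at about 9.5% in these data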;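 note: 0% = DMSO only and 100% = 100 µM cantharidin control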
# TPT1 inhibitor: C. albicans TPT1 enzyme inhibition; recombinant caTPT1, FP RNA substrate dephosphorylation; inhibition, % at 5 µM; actives 0.81% (n = 300,000); AID 1962;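 active = inhibition above the mean of all tested compounds plus 3 SD, set per screening campaign, cut at about 24% in these data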;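 note: plate controls were DMSO alone for no effect and ferristatin control at 100 nM for full effect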
# PREPL inh: human PREPL enzyme inhibition; Q4J6C6; recombinant PREPL, fluorescence polarization activity-based probe; inhibition, % at 5.96 µM; actives 0.68% (n = 320,000); in the data active = inhibition above about 43%;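 note: 0% = enzyme with DMSO and 100% = wells lacking enzyme; many of its hits are not listed in these tables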
# Target sequence (Q4J6C6 whole entry, looked up): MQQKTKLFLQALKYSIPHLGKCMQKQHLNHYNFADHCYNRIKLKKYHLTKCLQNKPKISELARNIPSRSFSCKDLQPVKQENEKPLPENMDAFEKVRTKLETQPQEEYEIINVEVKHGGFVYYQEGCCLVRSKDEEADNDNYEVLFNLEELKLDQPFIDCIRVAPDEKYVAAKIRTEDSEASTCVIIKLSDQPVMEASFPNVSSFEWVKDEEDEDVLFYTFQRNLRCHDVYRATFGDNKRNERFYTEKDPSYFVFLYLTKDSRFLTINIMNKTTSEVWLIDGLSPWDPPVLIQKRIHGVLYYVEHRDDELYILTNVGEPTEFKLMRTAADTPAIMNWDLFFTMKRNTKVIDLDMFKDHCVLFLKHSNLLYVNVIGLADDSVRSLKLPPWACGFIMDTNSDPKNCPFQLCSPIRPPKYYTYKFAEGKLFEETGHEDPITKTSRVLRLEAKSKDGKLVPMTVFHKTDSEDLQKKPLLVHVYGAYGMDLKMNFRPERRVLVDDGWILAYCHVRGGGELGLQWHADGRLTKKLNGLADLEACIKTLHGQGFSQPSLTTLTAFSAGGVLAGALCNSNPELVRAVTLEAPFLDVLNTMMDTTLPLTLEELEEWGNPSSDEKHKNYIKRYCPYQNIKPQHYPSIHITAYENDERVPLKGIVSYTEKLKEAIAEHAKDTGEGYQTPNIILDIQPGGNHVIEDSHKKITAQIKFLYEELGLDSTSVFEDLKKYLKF
# CTSL1 counter: counter-screen for PFM18AAP inhibitors: inhibitors of F. hepatica cathepsin L1. recombinant F. hepatica cathepsin L1, Z-Leu-Arg-MCA fluorescence. inhibition, % at 5.96 µM. actives 0.49% (n = 300,000);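 active = inhibition above the mean of all tested compounds plus 3 SD, set per screening campaign, cut at about 17% in these data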;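 note: 0% = plate median of test compound wells and 100% = 1 µM Z-Phe-Ala-diazomethylketone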
# Efflux pump mplx: blocks antifungal efflux pumps in multiplex yeast assay; S. cerevisiae Candida pump triplex, Nile Red efflux; inhibition, % at 10 µM; actives 0.44% (n = 330,000);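 active = plate passing quality check with inhibition over a set limit, or well fluorescence over plate mean plus 4 SD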;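 note: Nile Red retained in pooled yeast measured as flow cytometry median fluorescence; 0% = buffer negative control and 100% = Enniatin B positive control; higher means more Nile Red kept so more efflux inhibition; some compounds called inactive have numbers as strong as hits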
# PP1 counter: PP1-alpha (human) inhibition in PP5 counter-screen; P62136; purified PP1alpha, OMFP fluorescence; actives 0.9% (n = 320,000); inhibition, % at 6.7 µM;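 active = inhibition above the mean inhibition of all tested compounds plus 3 SD, computed separately for each screening campaign, cut at about 15% in these data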
# Target sequence (P62136 whole entry, looked up): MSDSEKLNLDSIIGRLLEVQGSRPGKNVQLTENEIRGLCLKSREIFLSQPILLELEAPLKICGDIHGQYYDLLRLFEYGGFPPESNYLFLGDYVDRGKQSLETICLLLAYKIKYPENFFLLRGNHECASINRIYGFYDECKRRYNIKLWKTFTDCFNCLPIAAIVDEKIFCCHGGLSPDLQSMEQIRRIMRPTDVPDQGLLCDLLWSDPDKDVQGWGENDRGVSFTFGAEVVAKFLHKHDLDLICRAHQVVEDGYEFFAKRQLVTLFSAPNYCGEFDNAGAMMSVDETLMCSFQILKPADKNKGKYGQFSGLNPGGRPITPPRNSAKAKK
# core dimer inh: blocks dimerization of HCV core protein; TR-FRET GST/Flag-core106 dimerization, 1536-well; inhibition, % at 5 µM; actives 0.33% (n = 300,000); AID 1899;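 active = inhibition above the mean of all tested compounds plus 3 SD, set per screening campaign, cut at about 45% in these data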
#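 Assay system: GST-tagged and Flag-tagged HCV core protein residues 1-106 / Times: compound-protein-antibody incubation 4 h at 22.5 °C / Signal: time-resolved FRET, ex 340 nm, em 617 and 671 nm / Evaluation: % inhibition based on acceptor/donor emission ratio / Benchmarks: wells lacking GST-core106 and wells with excess unlabelled core106 / Repeats: singlicate, one well per compound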
# The depositor's hits bear a star; u = inconclusive; x = no result given; & = joins results of further samples. The list is partial; count on the stated rates, not on these rows.
SMILES,GASC-1 inh,LYPLA2 inh,PP5 inh,TPT1 inhibitor,PREPL inh,CTSL1 counter,Efflux pump mplx,PP1 counter,core dimer inh
Cc1nnc(SCC(=O)N(CC(C)C)c2c(N)n(CC(C)C)c(=O)[nH]c2=O)n1-c1ccccc1,-14,1,-0.5,1,0,7,-0.2,-3,0
Fc1ccc(N2CCN(/C=C/c3nnnn3-c3ccccc3)CC2)cc1,0,-7,1.5,3,10,-1,0.2,-1,2
COc1ccccc1N(CC(=O)N1CCCC1)S(=O)(=O)c1ccc(C)cc1,3,1,1.6,-3,6,-1,-0.1,4,2
COc1ccc(C(C(=O)NC2CCCCC2)N(C(=O)c2ccco2)c2ccc(-n3cnnn3)c(C)c2)cc1 (configuration not stated),22,3,-1.4,0,17,5,0.1,-3,3
Cc1ccc2nc(Nc3ccc4[nH]c(=O)[nH]c4c3)c(-n3nc(C)cc3C)nc2c1,9,0,8.5,6,11,5,0.0,8,-5
Cc1ccccc1N1CCN(C2CCCN(C(=O)c3cc[n+]([O-])cc3)C2)CC1 (configuration not stated),-4,-3,0.5,0,17,4,-0.1,3,1
COC(=O)c1c(NC(=S)Nc2ccc(F)cc2[N+](=O)[O-])sc2c1CCCCC2,2,8,3.0,0,15,-1,-0.2,1,-4
OC(CNCCc1ccc(Cl)cc1)COc1cc(Cl)ccc1Cl (configuration not stated),11,12,1.5,-3,-47,-1,-0.5,8,-13
COc1ccccc1NS(=O)(=O)c1cc(NC(=O)CNC(=O)c2cc(C)cc(C)c2)ccc1C,1,-30,7.5,2,-8,-1,-0.1,3,11
CC1(C)CC(=O)C(C=NCCN2CCN(CCc3ccccc3)CC2)=C(O)C1,2,11,-2.6,-1,8,-1,-0.2,-3,-4
CS(=O)(=O)N(CC(=O)Nc1ccccc1)Cc1ccc(Cl)cc1,-3,4,-0.7,0,2,5,0.2,-3,-4
COc1cccc(NC(=S)N2CCN(Cc3ccccc3)CC2)c1,17,-1,0.4,1,-5,-1,0.1,1,-5
CCN(Cc1ccccc1)S(=O)(=O)c1c(C(=O)N2CCCC2)c(C)n(C)c1C,2,0,0.5,-1,-2,-2,0.0,-2,-5
COc1cc(NC(=O)c2ccc(COc3ccccc3Br)o2)cc(OC)c1OC,-17,2,5.4,-4,44*,-1,-0.5,1,2
OCCCn1c(C2CCCN2c2nc(-c3ccc(Cl)cc3)cs2)nc2cc(Cl)c(Cl)cc21 (configuration not stated),15,-7,2.1,-3,11,3,-0.2,0,-6
N/C(=N\OC(=O)CCCN1C(=O)c2ccccc2C1=O)c1ccc(Br)cc1,9,4,0.8,-1,-5,-50,-0.1,-6,3
CC1CCC(NC(=O)CCNC(=O)c2ccccc2)CC1 (configuration not stated),-11,1,0.1,0,4,-5,0.0,-1,-1
Cc1sc2nc(CN3CCOCC3)nc(N3CCN(S(=O)(=O)c4ccccc4)CC3)c2c1C,5,2,2.8,x,25,x,-0.2,-3,x
Cc1cc(Cl)ccc1OCC(=O)N[C@@H](Cc1ccccc1)c1nc2ccccc2[nH]1,-12,-4,-0.2,2,-7,-4,0.5,0,2
CCCCCCCN1N=C(C)C(C(=O)c2ccccc2)C1=O (configuration not stated),-2,-1,0.4,-1,1,4,0.0,2,-3
CCN1C(=O)[C@H]2[C@@H](c3ccc(-c4ccc(Cl)c(Cl)c4)cc3)N[C@@](C)(C(=O)OC)[C@H]2C1=O,u,22,4.1,-2,46*,4,0.1,2,9
CCOc1ccccc1N(CC(=O)NCc1ccccc1)C(=O)CCC(=O)Nc1cc(C)ccn1,18,-5,1.3,3,14,-3,0.1,-1,2
COc1ccc2c(c1)C1CC(C)(NC(=O)C1C(=O)c1ccccc1)O2 (configuration not stated),-8,4,-1.3,0,-5,10,-0.1,-2,1
CSCCC(C)N1CCC(Oc2ccc(C(=O)N3CCCC3)cc2)CC1 (configuration not stated),3,19,0.4,0,4,7,0.2,0,-6
O=C(Cn1cnc2c(nnn2Cc2ccc(F)cc2)c1=O)N1CCN(c2ccccc2)CC1,-1,6,0.1,2,16,2,0.0,-2,3
Cn1cnnc1SCC(=O)NN(c1ccccc1)c1ccccc1,-5,8,3.0,-2,4,0,0.0,-3,-12
Cc1nc2ccccc2c(=O)n1Cc1ccco1,-10,0,-4.0,0,3,0,-0.1,-6,1
NCc1oc(-c2ccccc2)cc1C(=O)O,3,6,2.2,3,-11,-3,-0.2,-3,-2
O=C(NCCCN1CCOCC1)c1sc2cc(Cl)ccc2c1Cl,9,-6,-1.1,0,17,-5,0.1,-1,0
COC(=O)c1ccc(NC(=S)NCCC2=CCCCC2)cc1,-5,-4,5.8,0,4,-1,0.0,2,-2

# Single records, as listed above. Values in the order: GASC-1 inh, LYPLA2 inh, PP5 inh, TPT1 inhibitor, PREPL inh, CTSL1 counter, Efflux pump mplx, PP1 counter, core dimer inh
# O=C(Cn1cnc2c(nnn2Cc2ccc(F)cc2)c1=O)N1CCN(c2ccccc2)CC1 across the screens: -1, 6, 0.1, 2, 16, 2, 0.0, -2, 3
# CCCCCCCN1N=C(C)C(C(=O)c2ccccc2)C1=O (configuration not stated) across the screens: -2, -1, 0.4, -1, 1, 4, 0.0, 2, -3
# Cc1cc(Cl)ccc1OCC(=O)N[C@@H](Cc1ccccc1)c1nc2ccccc2[nH]1 across the screens: -12, -4, -0.2, 2, -7, -4, 0.5, 0, 2

# Carrying on.
SMILES,GASC-1 inh,LYPLA2 inh,PP5 inh,TPT1 inhibitor,PREPL inh,CTSL1 counter,Efflux pump mplx,PP1 counter,core dimer inh
COc1ccccc1Nc1nc(N)nc(CN(C)C2CCCCC2)n1,15,6,0.5,-2,3,-2,0.1,-2,-5
COC(=O)Cc1ccc(NC(=S)NCc2cccc(OC)c2)cc1,17,0,-0.8,-1,4,4,-0.1,1,0
COC(=O)CCC(=O)Nc1sc(C)c(C)c1C(N)=O,2,2,3.1,-3,1,0,0.1,1,-5
Clc1ccc(CSc2nnc(-c3sccc3-n3cccc3)o2)cc1,4,-5,3.5,-3,-2,1,-0.1,1,-16
CCC(C)(C)NC(=O)C(c1cccs1)N(C(=O)c1ccn[nH]1)c1ccccc1 (configuration not stated),-3,-3,1.2,1,5,-1,-0.1,-7,9
Cc1nn(CC(=O)NCc2ccc(OC(C)C)cc2)c(=O)c2cc3occc3n12,-5,-3,0.0,-2,2,0,-0.4,-4,2
CC(=O)Nc1ccc(S(=O)(=O)N2CCN(C(=O)c3cccnc3)CC2)cc1,7,2,-2.8,2,12,0,-0.2,-2,-2
OCCN1CCN(c2ncnc3sc(-c4ccccc4)cc23)CC1,-6,3,1.7,3,-115,4,-0.1,0,-4
O=C(C1CCCN(S(=O)(=O)Cc2ccccc2)C1)N1CCCCC1 (configuration not stated),-6,-9,3.1,2,-1,-2,-0.1,-1,4
Cn1c(CN2CCCC2)nc2cc(NC(=O)COc3ccc([N+](=O)[O-])cc3)ccc21,8,4,5.2,-1,22,5,0.1,2,-2
O=C1CC(N2CCN(Cc3ccc(Cl)cc3)CC2)C(=O)N1CCc1ccccc1 (configuration not stated),-1,-7,0.9,-1,22,-4,0.0,-8,4
COc1ccc(-c2csc3ncnc(N4CCN(S(=O)(=O)c5ccc(Cl)s5)CC4)c23)cc1,-2,-4,3.7,4,-13,2,0.2,4,18
Cc1csc(=O)n1CCC(=O)OCC(=O)c1c(N)n(CC(C)C)c(=O)n(C)c1=O,-2,7,-1.3,-1,5,0,-0.2,-3,-5
COc1ccccc1NC(=O)NC1CCS(=O)(=O)C1 (configuration not stated),1,1,0.0,-1,-4,-3,-0.2,-1,-4
O=C(COC(=O)c1n[nH]c2ccccc12)c1cccc(Br)c1,12,-8,4.7,3,0,1,-0.1,3,7
COc1ccc(/C=N/NC(=O)CNS(=O)(=O)c2ccccc2)cc1,5,4,0.2,x,13,x,-0.2,-1,x
CCOC(=O)C1=C(C)NC(=O)NC1c1ccc([N+](=O)[O-])o1 (configuration not stated),-12,-6,-2.5,-2,11,3,0.0,-1,1
COC(=O)[C@@H]1CC[C@@](C)(c2ccc(OC)cc2)C1(C)C,-1,-3,1.1,-2,7,1,-0.1,4,13
O=C(NCC1CCCCC1)c1cccc([N+](=O)[O-])c1,0,2,4.6,4,1,-2,0.1,-4,2
O=C(CSc1nnc(-c2ccccc2)n1Cc1ccco1)Nc1ccc(S(=O)(=O)N2CCCC2)cc1,5,-8,1.4,-3,17,-1,0.1,4,7
COc1ccc(N(C)C(=O)CCS(=O)(=O)c2cccc3nonc23)cc1,-17,6,1.7,0,15,-3,0.3,-6,-7
CCC(=O)Nc1ccc(NC(=O)CSc2nc3c(c(=O)n(C)c(=O)n3C)n2CC)cc1,40,16,-2.1,0,9,3,0.0,-3,-1
C=CCNC(=S)/C(=C(/[O-])c1ccccc1Br)[n+]1ccccc1,3,-3,-0.2,6,7,2,0.0,-1,1
Cc1cc(C)n(-c2cccc(F)n2)n1,-14,4,0.4,-1,6,2,0.3,1,-2
CCOC(=O)c1c(NC(=O)Nc2ccc(C)cc2)sc2c1CCN(C)C2,19,2,3.0,0,22,2,0.0,4,4
CCN(CC)S(=O)(=O)c1cccc(C(=O)Nc2ccc(S(=O)(=O)NC3=NCCCCC3)cc2)c1,-4,5,-1.2,-1,1,-1,-0.2,-7,2
CC(C)CCC(C(=O)O)C(C)CC(=O)NNC(=O)c1ccco1 (configuration not stated),5&2,-1&3,-1.6&-0.1,4&-4,-5&12,-2&-2,0.0&0.2,-4&-1,2&-5
CCCCNC(=O)O[C@H]1C[C@@H]2CCN3C(=O)CCC(C)(C)[C@H](C1)[C@H]23,26,5,-0.2,-5,22,-2,-0.1,-1,-11
COc1cc(NC(=S)Nc2cccc(Cl)c2Cl)c(OC)cc1Cl,-3,-9,2.8,0,7,1,0.0,0,3
COc1ccc([C@H]2/C=C\CN(C(=O)CC(C)(C)C)[C@@H](C)C(=O)N2Cc2ccc(F)cc2)cc1,-3,-2,1.9,0,42,-1,0.1,3,5
COc1cc(O)c(C(=O)/C=C/c2ccccc2)c(OC)c1,14,-11,4.1,-1,-15,-1,-0.1,3,2
O=C(N/N=C/c1ccc(OCc2ccccc2)cc1)c1cc[n+](Cc2ccccc2)cc1,-5,15,-0.7,0,53*,6,-0.1,10,-6
O=C(COC(=O)c1ccc(Cl)nc1)NC1CCCCCC1,4,6,2.4,x,2,x,-0.1,-3,x
O=C(/C=C/c1ccccc1)Nn1c(-c2cccs2)nc2ccccc2c1=O,4,-2,3.7,-3,0,3,0.1,2,-2
Nc1ccn([C@@H]2O[C@H](CO)[C@@H](O)[C@@H]2O)c(=O)n1,3,-1,2.9,2,-1,1,-0.1,-2,-5
CC1(c2ccccc2)NC(=O)N(CC(=O)Nc2cc3c(cc2Br)OCCO3)C1=O (configuration not stated),-2,5,-1.5,1,-2,0,0.1,0,3
Cc1cc2oc(=O)cc(CN3CCCCC3)c2cc1O,1,-1,-1.5,-1,-4,0,-0.1,-4,2
O=C(Nc1ccc2nc(-c3ccc4nc[nH]c4c3)[nH]c2c1)c1cccs1,-9,-24,4.5,1,27,5,0.5,3,-2
N#CC1=C(N)Oc2n[nH]c(-c3ccc(F)cc3)c2C1c1ccncc1 (configuration not stated),-1,6,0.7,-2,17,2,-0.2,-2,-13
COc1nnc(-c2ccc(N3CCCCC3)c(NC(C)=O)c2)c2ccccc12,5,4,2.0,0,-8,2,-0.1,-2,2
